# TROY signal inh – inhibitors of TROY-dependent NF-kB signaling; Q293 LMP1-TROYcd NF-kB luciferase reporter, 4 h; inhibition, % at 10 µM; 0.98% of 360,000 active; AID 1347056;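 active means compounds whose plate-normalised and pattern-corrected inhibition of the luciferase reporter signal at the single screening dose is 50% or more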
# NR2E3 ag-1 – NR2E3 (human) agonism. Q9Y5X4. GST-NR2E3/biotin-RetCOR TR-FRET, 1536-well. inhibition of corepressor binding, % at 4.78 µM. 0.12% of 320,000 active. AID 2300;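 active means percent inhibition above the cutoff of mean plus 3 SD of all tested compounds, set per screening campaign, cut at about 20% in these data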;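 further: 0% = DMSO wells and 100% = biotin wells as full block of FRET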
# Target sequence (Q9Y5X4 whole entry, looked up): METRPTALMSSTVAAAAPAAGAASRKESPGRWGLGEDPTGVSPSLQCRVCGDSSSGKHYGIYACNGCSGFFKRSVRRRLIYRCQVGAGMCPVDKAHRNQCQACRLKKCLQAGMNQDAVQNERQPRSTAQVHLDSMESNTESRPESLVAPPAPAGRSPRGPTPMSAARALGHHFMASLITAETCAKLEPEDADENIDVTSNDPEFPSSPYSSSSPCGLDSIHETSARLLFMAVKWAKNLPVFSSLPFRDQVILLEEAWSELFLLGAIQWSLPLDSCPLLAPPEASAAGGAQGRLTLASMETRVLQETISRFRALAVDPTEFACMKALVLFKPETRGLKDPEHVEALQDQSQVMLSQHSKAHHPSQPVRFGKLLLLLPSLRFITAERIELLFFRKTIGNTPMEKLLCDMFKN
#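 Material: NR2E3–RetCOR corepressor complex | Quantity: 1.35 nM GST-tagged NR2E3 final | Schedule: 5 h at 4 °C | Replication: Singlicate compound wells | Reagent: RetCOR corepressor, biotinylated, 7 nM | Controls: Biotin wells as high control, 0.6% DMSO wells as low control | Signal: TR-FRET, Eu(K)-anti-GST donor, streptavidin-D2 acceptor, ex 340, em 617/671 nm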
# TWEAK Fn14 block – TWEAK-Fn14 signaling inhibition; TWEAK-stimulated Fn14 reporter cells, luciferase luminescence, 8 h; inhibition, % at 10 µM; 2% of 360,000 active; AID 1159606; in the data active means inhibition above about 50%
# Shn3 3UTR inh – Schnurri-3 reporter inhibition in Clone20 osteoblasts | Clone20 osteoblast Shn3 3'UTR firefly luciferase, 24 h | inhibition, % at 12.5 µM | 0.52% of 360,000 active | AID 588674;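 active means mean inhibition of at least 75% with every replicate also reaching 75%; inconclusive means mean inhibition at least 75% but some replicate below; inactive means mean inhibition below 75%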;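 further: 0% = median of neutral control wells and 100% = pilot-screen positive control compound; some compounds past the cut are filed as inactive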
# NR2E3 ag-2 – human photoreceptor-specific nuclear receptor agonism. Q9Y5X4. CHO-S Gal4-NCOR/VP16-NR2E3 two-hybrid, luciferase. inhibition of corepressor binding, % at 3.98 µM. 0.35% of 360,000 active. AID 602229;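 active means inhibition above the mean of all tested compounds plus 3 SD, cut at about 70% in these data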;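 further: 0% = DMSO with NR2E3 transfected cells and 100% = cells lacking NR2E3 construct; higher means lower luciferase signal from less NR2E3 corepressor binding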
# KKLEB tox – counter-screen for CF NF-kB inhibitors: cytotoxicity. 0.36% of 360,000 active. KKLEB CF airway cells viability, ATPlite luminescence, overnight; active compounds read low; cells stimulated with P. aeruginosa culture filtrate. activity change (cytotoxicity), % at 5 µM;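 active means corrected activity change at or below -50% at 5 µM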
# TRAIL sens C8 – caspase-8 TRAIL sensitization; inhibition (viability loss, TRAIL sensitization), % at 10 µM; NB7+C8 cells + TRAIL, ATPlite viability luminescence; 1% of 360,000 active;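 active means compounds causing at least 50% loss of cell viability in the single-dose screen, relative to plate controls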
# Peg3 prom inh – inhibitors of Peg3 promoter; 1.7% of 360,000 active; inhibition, % at 20 µM; HeLa PEG-Prom luciferase reporter, luminescence, overnight;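 active means inhibition of at least 50% at 20 µM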
# HIF-2a inh – blocks HIF-2a reporter activity; 0.72% of 360,000 active; inhibition, % at 18.8 µM; AID 624352; 786-0 RCC cells HIF-2a reporter, luciferase luminescence, overnight;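 active means inhibition of the luminescence signal of 40% or more relative to plate controls, in a single-dose primary screen at 18.75 µM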
# MITF TRPM1 inh – inhibitors of MITF-driven TRPM1 promoter in melanoma cells; SK-MEL-5 TRPM1 promoter luciferase, 24 h; AID 488899; 0.83% of 330,000 active; inhibition, % at 12.5 µM;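 active means mean inhibition across replicates of 60% or more, whatever share of single replicates reaches that level; inconclusive means some that reach 60%, reason not given; inactive means mean inhibition across replicates below 60%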; further: values of inactives mirror those of a sister screen read the other way
# CF NFkB inh – blocks PAF-induced NF-kB reporter in cystic fibrosis cells; KKLEB NF-kB-GFP reporter, GFP fluorescence overnight; inhibition, % at 5 µM; 0.86% of 360,000 active;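 active means at least 50% inhibition at 5 µM, scaled per plate between neutral and stimulator controls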;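 further: PAF is a Pseudomonas aeruginosa culture filtrate used as stimulus; plate controls were PAF-stimulated DMSO wells for no effect and unstimulated DMSO wells for full effect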
# Numbers without * were called inactive; ? = inconclusive; nt = no result given.
# Every second line gives: TROY signal inh	NR2E3 ag-1	TWEAK Fn14 block	Shn3 3UTR inh	NR2E3 ag-2	KKLEB tox	TRAIL sens C8	Peg3 prom inh	HIF-2a inh	MITF TRPM1 inh	CF NFkB inh
- CCS(=O)(=O)Nc1ccc(-c2nnc(SCC(=O)OC)o2)cc1
→ 6	3	3	3	-9	4	-3	16	27	12	-5
- Cc1ccc(S(=O)(=O)NCC(=O)NCC(=O)NCCc2ccc(Cl)cc2)cc1C
→ 3	nt	-10	5	-16	14	1	17	4	nt	-34
- O=C1C2=C(SCCS2)C(=O)N1c1ccccc1
→ 4	2	-7	-1	-29	1	-2	1	20	-8	-1
- CSc1ccccc1NC(=O)N1CCCC(C(=O)c2ccc3c(c2)OCO3)C1 (configuration not stated)
→ 12	6	-9	15	-5	6	-12	-3	1	-11	-5
- CC(C)(C)c1nnc(NS(=O)(=O)c2cc(Cl)ccc2Cl)s1
→ 12	-1	1	-11	-2	3	4	11	15	-9	11
- COc1ccc(CCN2C(=O)CC(NC34CC5CC(CC(C5)C3)C4)C2=O)cc1OC (configuration not stated)
→ 22	-2	12	14	5	0	4	10	15	-3	-10
- Nc1cc(OC(=O)c2ccco2)nn1S(=O)(=O)c1ccc(F)cc1
→ -19	3	-16	-3	2	3	-19	3	0	11	-10
- COc1ccccc1Oc1cc(-n2nc(C)cc2C)ncn1
→ -9	1	4	11	-18	-8	16	7	5	7	12
- COc1ccc(S(=O)(=O)NCC(c2cccnc2)N2CCN(c3ccccc3OC)CC2)cc1C (configuration not stated)
→ 4	nt	-3	12	8	10	20	17	8	11	-12
- N#CC1=C(N)C2=CCCC[C@H]2[C@H](c2ccc(Br)cc2)C1(C#N)C#N
→ -3	-2	24	3	0	18	0	16	15	18	-6
- COc1ccc(Nc2c3c(c(C#N)c4nc5ccccc5n24)CCC3)cc1
→ -22	-4	-22	6	-9	-8	5	-2	10	11	14
- Cn1cccc1C(=O)OCC(=O)N1CC(=O)Nc2ccccc21
→ 5	0	-21	7	-16	-6	-23	5	4	-13	14
- COc1cccc(/C=N/NC(=O)c2ccc([N+](=O)[O-])cc2Cl)c1O
→ -31	0	17	65	-20	3	55*	31	-2	46	0
- O=C(NNC(=O)C1CC(c2cccs2)=NO1)NC1CCCCC1 (configuration not stated)
→ 13	4	5	6	9	0	-2	-5	0	2	8
- Cc1ncc(CO)c(/C=N/Nc2ccc(C(F)(F)F)cn2)c1O
→ -4	-3	25	81	13	2	20	62*	11	56	6
- Cc1ccc2nc3c(c(Nc4ccc5c(c4)OCCO5)c2c1)CCC3
→ 19	0	15	79	-3	-14	18	42	27	2	-12
- COc1cccc(C2CC(=O)NC3=C2C(=O)CCC3)c1 (configuration not stated)
→ 13	0	6	1	0	7	-12	10	10	6	12
- CC1=NN(C(=O)COc2cc(C)ccc2C(C)C)C(O)(c2ccccc2)C1 (configuration not stated)
→ -4	-1	-10	5	-59	12	0	27	13	-5	-10
- O=C(Nc1ccccc1C(=O)NCc1ccccc1)C1=CSCCO1
→ 5	-1	-13	2	-9	-14	-4	23	4	5	5
- CCOC(=O)c1ccc(NCn2c(=O)oc3ccccc32)cc1
→ -18	1	-13	-10	-6	2	12	-56	-52	4	-17
- O=C(Nc1ccc(Cl)cc1Cl)c1ccc(-c2ccccc2)cc1
→ -26	3	9	-19	15	-5	5	-32	-37	-10	1
- Cc1cc(Cl)ccc1C(=O)C1CCCN(C(=O)c2cncs2)C1 (configuration not stated)
→ -3	-3	-11	-2	-30	5	-9	10	2	-2	5
- Cc1nn(-c2ccccc2)c(C)c1/C=N/NC(=O)CSc1nc2ccccc2c(=O)n1-c1ccccc1
→ 14	0	20	-8	-22	-3	-11	32	18	10	23
- C=CCn1c(SCC(=O)N2CCOCC2)nc2sc(CC)cc2c1=O
→ 0	nt	13	23	31	8	-9	21	19	13	-19
- O=C(/C=C/c1ccc2c(c1)S(=O)(=O)N(Cc1ccccc1)[C@H]2CC(=O)N1CCOCC1)N1CCOCC1
→ -27	nt	-13	8	20	0	-4	-8	1	3	-6
- CCOC(=O)c1sc(NN=C(C(=O)OC)C(=O)OC)c(C(=O)OCC)c1C
→ -27	-1	5	-6	2	-12	11	27	-5	-5	11
- CCN(CC)C(=O)c1sc2nc(N3CCOCC3)c3c(c2c1N)CCCC3
→ -2	6	-4	-9	-27	-19	0	11	20	-10	9
- COc1cccc(C(=O)NCC(c2ccc3c(c2)OCO3)N2CCN(c3ccc(F)cc3)CC2)c1 (configuration not stated)
→ -7	1	-19	18	-1	-12	25	-11	-4	5	5
- Cc1noc(C)c1CSCC(=O)Nc1ccc(S(=O)(=O)C(F)F)cc1
→ -3	0	-9	-9	-2	10	0	-12	10	-10	-6
- O=C(NC(=S)Nc1ccc2nc[nH]c2c1)c1ccccc1
→ -44	-3	-33	-31	-50	-6	-21	-229	-258	-98	-2
- O=C1ON=C(c2ccccc2)/C1=C/c1ccc(-c2ccccc2[N+](=O)[O-])o1
→ -2	2	95*	?	0	-18	19	103*	98*	67*	40
- Cc1cccc(N=Nc2c(C)[nH]n(-c3ccccc3)c2=O)c1
→ -35	-3	-9	-10	6	-14	-1	-150	-164	-10	-7
- CCOC(=O)/C=c1/s/c(=C/c2ccccc2OC)c(=O)n1CC(=O)N1CCOCC1
→ -4	nt	-13	-16	-3	-10	-20	24	-6	0	-13
- CC1(C(=O)NNC(=S)NCC2CCCO2)CC1(Cl)Cl (configuration not stated)
→ 13	3	6	0	-9	4	-18	28	9	-3	9
- COc1cccc(NC(=O)C2CC(=O)N(C)C(=Nc3cccc(F)c3)S2)c1 (configuration not stated)
→ -14	0	0	3	11	-7	32	15	17	1	7
- O=S1(=O)CCO[C@H]2Cc3ccccc3[C@H]2N1Cc1ccccc1
→ -6	7	1	5	-2	-9	0	-9	2	-10	-10
- COc1cc(SC)ccc1C(=O)Nc1nc2ccccc2[nH]1
→ 84*	6	100*	96*	110*	-96*	96*	109*	96*	97*	38
- CSC(=S)N/N=C/c1c[nH]c2ccccc12
→ -58	5	-45	-11	-9	16	0	-55	-126	-3	-39
- N#Cc1ccccc1CSc1ccc(-c2nc3ccccc3[nH]2)cn1
→ 59*	2	59*	-5	-61	3	15	-141	-266	-34	-7
- CN1CCN(C(=O)c2ccc(-c3nn(C)c(=O)c4ccccc34)cc2)CC1
→ 9	0	9	-22	-3	-28	-8	-6	4	3	2
- O=C(c1ccco1)N1CCN(c2cc(=O)n(C3CCCCC3)c(=O)[nH]2)CC1
→ -3	6	-7	16	18	12	1	14	17	1	-23
- O=C(c1cccc(S(=O)(=O)N2CCCCC2)c1)N1CCCCC1
→ 8	-7	8	12	-14	-1	-17	12	16	-5	1
- O=C(NCC1CC1)Nc1ccccc1
→ -26	nt	28	4	3	6	-3	1	-9	-18	9
- CCN(CC)c1ccc(/C=N/n2c(-c3ccccc3Br)n[nH]c2=S)cc1
→ 2	1	2	14	-6	11	47	24	27	1	1
- C=CCOc1cccc(C2C(C(=O)c3ccco3)=C(O)C(=O)N2CCN2CCOCC2)c1 (configuration not stated)
→ -3	5	-2	5	-26	6	-1	10	-8	0	-12
- Cc1onc(-c2ccccc2Cl)c1C(=O)NCCn1ccc2ccccc21
→ 11	-3	-21	23	-9	-10	4	19	-5	8	9
- CCNC(=O)c1sc2cc(C)ccc2c1Cl
→ -33	3	-27	0	-85	14	25	-238	-240	-67	-5
- COC(=O)c1cn(NC(=O)/C=C/c2ccc(OC)c(OC)c2)c(=O)c2ccccc12
→ 5	-6	-29	1	-12	-7	6	31	17	-1	-21
- C#CCOCCOCCOCCNc1nc(N2CCN(C(=O)[C@H](C)n3cc(CCCN=C(N)N)nn3)CC2)nc(N2CCN(C(=O)[C@H](C)n3cc(CCCN=C(N)N)nn3)CC2)n1
→ -10	-1	0	10	16	22	8	-6	12	9	-16
- CC1(C)Cc2c(C#N)c(N3CCN(C(=O)c4ccccc4Cl)CC3)nc(-c3ccco3)c2CS1
→ 12	2	-3	-5	-4	-5	-17	15	16	0	20
- COc1ccc(C(C)NC(=O)C2CCCC2)cc1 (configuration not stated)
→ 3	1	3	-8	-5	-4	-17	2	14	1	0
- CC1O[C@@H](OC2C(COC3OC(CO)C(O)[C@H](O)C3O)OC(OC3CC[C@]4(C)C(CC[C@@]5(C)[C@@H]4CC=C4[C@@H]6CC(C)(C)CC[C@]6(CO)C(O)C[C@]45C)C3(C)C)C(O)C2O)C(O)C(O)C1O (some centres not stated)
→ 10	nt	0	-46	-24	-6	-3	-12	11	-2	0
- CC(=O)c1cc2c(cc1NC(=O)Cc1c(C)noc1C)OCO2
→ -5	nt	-1	3	-12	7	-15	8	-12	-7	-6
- O=c1oc(C2(O)CCCCC2)cc2ccc(-c3ccc4[nH]ccc4c3)cc12
→ -54	nt	-46	-11	-59	-3	21	-88	-207	-55	-2
- Cc1ccc(CNC(=O)C2CCCN2C(=O)Nc2ccccc2)cc1 (configuration not stated)
→ 8	1	5	11	6	-8	-19	2	9	4	-14
- O=C(CSc1nnc(NC(=O)c2ccccc2[N+](=O)[O-])s1)NC1CCCC1
→ -26	-1	-6	2	-19	10	14	-17	-29	10	-16
- O=C(O)c1cccc2c1C(=O)c1ccc(-c3ccc(F)cc3OCc3ccccc3)cc1S2(=O)=O
→ -56	2	-28	-1	-9	-7	0	-46	-55	-5	11
- COc1ccc(N(C(=O)Cc2cccs2)C(C(=O)NC2CCCCC2)c2cccn2C)cc1 (configuration not stated)
→ -23	4	-7	-1	2	-12	-15	-3	-9	8	8
- CCOC(=O)C1CCN(C(=O)COc2ccc(N(C)S(=O)(=O)c3ccc(C)cc3)cc2)CC1
→ -10	4	-2	26	25	3	-4	14	3	15	20
- Cc1cccc(-c2ocnc2C(=O)Nc2ccccc2NC(=O)c2ccccn2)c1
→ 8	5	-10	-3	-7	-11	3	-27	-14	10	9
- Nc1cc(=O)[nH]c(=S)n1-c1cccc(C(F)(F)F)c1
→ 2	-1	1	18	1	15	-1	6	-2	1	-24
- CCCCN1CC(COc2ccccc2)Oc2cccc(F)c2S1(=O)=O (configuration not stated)
→ -23	nt	18	10	-6	-8	10	-10	-40	1	22
- CC(C)(C)OC(=O)C[C@H]1C/C=C\C[C@H](CC(=O)N[C@H](CO)Cc2ccccc2)C(=O)N2CCC[C@H]2COC1=O
→ -6	nt	-1	-12	7	-10	-5	4	1	-9	18

# Assay outcomes as filed in PubChem BioAssay.

# Only part of the results is shown; count on the stated rates, not on these rows.
